# ASM inhibitor: blocks human secretory acid sphingomyelinase | P17405 | placental ASM, HMU-PC fluorogenic substrate, 60 min | Potency, µM (highest dose often 57.5 µM), for the others: top-dose activity change, negative = inhibition, most hits filed as inhibitors | actives 0.006% (n = 340,000); also: potency is read from the fitted curve at half-maximal effect
#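 Human placenta-derived ASM preincubated with compound 10 min at room temperature, then reacted with 9 uM (final) fluorogenic HMU-PC substrate for 60 min at 37 C. Stop solution raises pH to 10; fluorescence read at Ex 386/Em 447 nm.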
# Eya2 inh: blocks the phosphatase activity of human Eya2 | O00167 | recombinant Eya2, OMFP fluorescence dephosphorylation (OMFP is methylfluorescein phosphate) | Potency, µM (top dose mostly 76.9 µM), inactives show at the highest dose activity, negative = inhibition, most hits filed as inhibitors | actives 0.006% (n = 330,000) | AID 488837; also: potency is read from the fitted curve at half-maximal effect; % is scaled to controls: 0 for no effect and ±100 for the full control effect
#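 Eya2 protein (added as 0.2 uM solution) was preincubated with compound for 10 min at ambient temperature in 50 mM HEPES pH 7.5, 50 mM NaCl, 5 uM MgCl2, 0.05% BSA, 1 mM DTT. OMFP (added at 50 uM) then reacted 10 min; fluorescence read at 485/525 nm.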
# TSG101-PTAP inh: blocks PTAP/TSG101 interaction to inhibit HIV-1 budding; 340,000 tested, under 10 active; AID 493005; Fluorescence polarization, FITC-PTAP peptide / Tsg101 binding; Potency, µM (top dose mostly 115 µM), for inactives: top-dose activity change, negative = inhibition, usual class: inhibitors; active = well fitted inhibition curve with a large enough effect in the main read-out, with a control signal flat, not every such curve was filed as active; inconclusive = small, poorly fitted or top-dose-only effect, or effect the other way, or a change in a side signal; inactive = no such curve, though single readings can be large or run the other way; also: potency is read from the fitted curve at half-maximal effect; % of control where 0% means no effect
#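 Steps: Tsg101 binding domain dispensed (10 uM final), compounds pinned in DMSO, FITC-labeled PTAP-motif peptide added (50 nM final); after 20 min binding at room temperature, polarization measured.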
# A-T KAP1 phos: candidate therapy for ataxia-telangiectasia. […] A-T fibroblasts, KAP-1 phosphorylation AlphaLISA; neocarzinostatin DNA damage 30 min before lysis. Potency, µM (doses to about 57.5 µM), inactives show at the top dose activation, most hits filed as activators. actives 0.19% (n = 320,000). AID 485349; also: potency is read from the fitted curve at half-maximal effect; % of control where 0% means no effect; nearly all actives have a fitted effect of over 45% in size
#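 hTERT-immortalized A-T patient fibroblasts ([…]), 500 cells/well in OPTI-MEM, 1% FBS, got compounds for 60 min, then NCS for 30 min at 37C. Lysates were then assayed for phospho-KAP-1 by AlphaLISA (anti-pKAP1 donor, anti-KAP1 acceptor beads), 6 hr at 25C.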
# TSHR antag: blocks TSH signaling through the human TSH receptor | TSHR-expressing cells, TSH-stimulated cAMP HTRF, 2 h; hits give low values | actives 0.2% (n = 330,000) | activity change, negative = inhibition, % at 11.5 µM | P16473;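 active = activity change below a set negative limit, meaning inhibition stronger than a set level, cut at about -70% in these data; inconclusive = activity change between two set negative limits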; also: % is scaled to controls: 0 for no effect and ±100 for the full control effect
# Target sequence (P16473 whole entry, looked up): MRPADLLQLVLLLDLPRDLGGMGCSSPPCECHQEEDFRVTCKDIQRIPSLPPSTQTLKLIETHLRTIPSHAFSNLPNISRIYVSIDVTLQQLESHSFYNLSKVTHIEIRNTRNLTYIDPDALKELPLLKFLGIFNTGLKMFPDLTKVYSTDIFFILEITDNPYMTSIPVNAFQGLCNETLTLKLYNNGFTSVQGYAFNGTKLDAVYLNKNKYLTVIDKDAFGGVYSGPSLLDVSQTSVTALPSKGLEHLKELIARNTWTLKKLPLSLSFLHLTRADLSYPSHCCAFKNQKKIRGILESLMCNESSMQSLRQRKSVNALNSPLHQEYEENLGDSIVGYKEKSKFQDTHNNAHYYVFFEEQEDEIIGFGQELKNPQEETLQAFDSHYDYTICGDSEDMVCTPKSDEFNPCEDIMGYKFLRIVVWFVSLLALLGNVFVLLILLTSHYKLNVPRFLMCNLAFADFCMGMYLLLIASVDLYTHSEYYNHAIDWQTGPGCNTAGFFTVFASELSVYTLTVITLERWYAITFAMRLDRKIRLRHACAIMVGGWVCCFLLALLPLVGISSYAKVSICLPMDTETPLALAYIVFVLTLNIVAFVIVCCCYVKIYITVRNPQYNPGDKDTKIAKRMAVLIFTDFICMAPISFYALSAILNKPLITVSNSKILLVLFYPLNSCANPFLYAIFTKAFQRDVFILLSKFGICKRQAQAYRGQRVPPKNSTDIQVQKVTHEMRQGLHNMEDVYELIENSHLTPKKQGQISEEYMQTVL
#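 TSHR-expressing cells, 200/well, pre-treated with compound, then stimulated with EC80 TSH (4nM final) for 2 hours at 37 deg C. cAMP measured by competitive HTRF: anti-cAMP cryptate antibody in lysis buffer plus cAMP-d2, read after 30 minutes at room temperature.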
# ELG1 repair inh: inhibitors of ELG1-dependent DNA repair in HEK293T cells; HEK293T ELG1-luciferase reporter, luminescence, 16 h; DNA damage induced by 5-fluorouridine; Potency, µM (doses to about 46.1 µM), for inactives: at the top dose activity change, negative = inhibition, hits mostly inhibitors; actives 2.3% (n = 330,000); AID 504467; also: potency is read from the fitted curve at half-maximal effect; % is scaled to controls: 0 for no effect and ±100 for the full control effect; nearly all actives have a fitted effect of over 55% in size
#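 Cells (2,000 per well) received 5-fluorouridine plus test compound or DMSO and were incubated 16 hr at 37 °C, 5% CO2. Luciferase activity was read by luminescence 30 min after ONE-Glo addition; signal suppression marked inhibition of damage-induced ELG1 function.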
# a7 integrin act: integrin-mediated muscular dystrophy alleviation activation | alpha7betagal myoblasts, beta-gal FDG fluorescence, 48 h | Potency, µM (series often up to 38.3 µM), inactives show at the highest dose activation, hits mostly activators | actives 0.064% (n = 350,000) | AID 624291;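 also: potency is read from the fitted curve at half-maximal effect; 100% = response of the positive control SU9516; nearly all actives have a fitted effect of over 60% in size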
#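 Alpha7betagal+/- myoblasts (passage 13) were plated 16-24 hr, then exposed to compounds (1:260 dilution of DMSO stock) for 48 hours at 37C. After MPER lysis, β-galactosidase reporter activity was read as FDG fluorescence (ex 480/em 540) after 30 minutes.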
# TCR act: activates T cell receptor signaling; primary human leukocytes, anti-CD3, IL-2 HTRF, 48 h; 330,000 tested, under 10 active; Potency, µM (titrated, usually from 9.22 µM), inactives show at the highest dose activation of IL-2 secretion, usual class: activators; also: % of control where 0% means no effect
#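 Primary human leukocytes receive a-CD3 beads and test compound and are incubated 48 hr. Secreted IL-2 is then assayed by HTRF, measuring 665nm acceptor emission after 320nm excitation of the europium donor.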
# Mito fusion yeast: blocks mitochondrial division or promotes mitochondrial fusion. S. cerevisiae fusion-defective mutant growth rescue, CellTiterGlo 48 h. Potency, µM (top dose mostly 46.1 µM), inactives show top-dose growth rescue (activation), hits mostly activators. actives 0.23% (n = 320,000);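 also: potency is read from the fitted curve at half-maximal effect; % of control where 0% means no effect; nearly all actives have a fitted effect of over 45% in size; temperature-sensitive fusion mutants such as fzo1-1 at 37 °C on non-fermentable ethanol glycerol medium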
#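 Yeast fusion mutant, YPEG (non-fermentable carbon), compound, 48 h at 37C non-permissive; CellTiterGlo added, 10 min RT, luminescence read. Rescued growth = division inhibition.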
# Chronic BCR inh: inhibitors of chronic active B-cell receptor signaling; ABC-DLBCL IkBa-CBG/CBR reporter, luminescence ratio, 4 h; Potency, µM (titrated, usually from 46.1 µM), for inactives: at the highest dose ratio change, negative = lower green/red ratio, actives largely listed as inhibitors; actives 0.05% (n = 340,000); AID 493014; active = well fitted inhibition curve with a large enough effect in the signal ratio, with a control signal flat, not every such curve was filed as active; inconclusive = small, poorly fitted or top-dose-only effect, or effect the other way, or a change in a side signal; the % refers to the signal ratio;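 also: potency is read from the fitted curve at half-maximal effect; plate controls were basal doxycycline-induced cells for no effect and cells given 10 µM MG132 for full effect; MG132 reads +100%, hits lower the ratio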
#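 Cell line TMD8 (human ABC DLBCL), stably expressing tet-inducible CBG68-IkBa fusion and CBR; IMDM/0.5% FBS; cpd up to 46 uM; dox induction, 4 h, 37C/5% CO2; dual luminescence; green/red ratio; MG132 control.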
# Tb PFK block: inhibitors of T. brucei phosphofructokinase. O15648. T. brucei PFK, ADP-Glo luminescence. Potency, µM (top dose mostly 57.5 µM), for the others: at the top dose activity, negative = inhibition, usual class: inhibitors. actives 0.17% (n = 330,000);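 also: potency is read from the fitted curve at half-maximal effect; 0% = uninhibited 1x PFK enzyme wells and -100% = no-enzyme wells; nearly all actives have a fitted effect of over 60% in size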
#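 In TEA buffer at pH 8.0 with 5 mM MgCl2, enzyme (1.25 nM) converted F6P (0.5 mM) and ATP (0.1 mM) for 45 min at room temperature. ADP product was read by luciferase luminescence.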
# The depositor's hits bear a star; i = inactive; ? = inconclusive; nt = not tested or not shown; & = joins results of further samples; [ ] = another dose, or the depositor's remark. Unless noted, calls follow the shape of the dose curve; as a rule, active = well fitted curve in the direction sought with a large enough effect; inconclusive = small, poorly fitted or top-dose-only effect, or another doubt; inactive = no such curve, though single readings can be large; an effect the other way counts as inactive or inconclusive.
SMILES,ASM inhibitor,Eya2 inh,TSG101-PTAP inh,A-T KAP1 phos,TSHR antag,ELG1 repair inh,a7 integrin act,TCR act,Mito fusion yeast,Chronic BCR inh,Tb PFK block
CC(=O)Nc1ccc(S(=O)(=O)Nc2ccccc2N2CCOCC2)cc1Cl,3%,0%,nt,-3%,-1,-8%,14%,-1%,5%,-1%,0%
Nc1nnc(Cc2ccc(Cl)c(Cl)c2)s1,-1%,16%,-3%,-1%,-35,4%,2%,-1%,2%,4%,19µM*
COc1cccc(C(=O)Nc2cccnc2)c1OC,-3%,5%,-1%,0%,-9,0%,20%,-2%,-5%,1%,4%
C=CC[C@@H](CC(=O)OC(C)(C)C)C(=O)OC[C@@H]1CCCN1C(=O)[C@@H](CC=C)CC(=O)N[C@H](CO)Cc1ccccc1,7%,-16%,-4%,3%,-9,?,14%,2%,nt,0%,0%
COc1ccc(S(=O)(=O)NCc2ccco2)cc1C(=O)N1CCCCC1,6%,-6%,-2%,-5%,-3,9%,-6%,0%,-8%,-2%,1%
O=C(Cc1cccs1)N/N=C/C=C\c1ccco1,-4%,-14%,-2%,-3%,9,?,-1%,6%[46.1 µM],1%,?,0%
CC(C)(C)c1ccc(C(=O)NCCc2ccccc2)cc1,1%,-8%,0%,-6%,-5,?,-32%[inhibitor],6%,-7%,?,-4%
O=C(CSc1ncnc2c1oc1ccccc12)NC1CCCCC1,-2%,0%,-1%,10%,348,-2%,-1%,-5%,2%,3%,1%
CN(C(=O)c1ccccc1-c1ccccc1C(=O)O)c1ccccc1,2%,?,-7%,4%,-2,-10%,?,15%,3%,2%,1%
O=C1CC(c2cc(F)ccc2F)c2cc3c(cc2N1)CCC3 (centres undefined),3%,2%,1%,-5%,-10,9%,0%,-4%,7.1µM*,-14%,0%
COc1cc(NC(=O)C2CCC(=O)N2S(=O)(=O)c2ccc(C)cc2)cc(OC)c1 (centres undefined),-2%,10%,-6%,-2%,-12,6%,?,2%,0%,-12%,0%
COc1ccc(NC(=S)NC(NC(=O)/C=C/c2ccccc2)C(Cl)(Cl)Cl)cc1 (centres undefined),-6%,12%,-4%,2%,-3,-5%,-38%,-5%,-1%,5%,-5%
C=CCOC(=O)C1=C(C)NC(SCC(=O)NC(=O)OCC)=C(C#N)C1c1cccnc1 (centres undefined),nt,-7%,-5%&-3%,-3%,4,-4%,-20%&-7%,-3%&3%,2%,-1%,-1%
CN(C)C(=O)c1ccc(NS(=O)(=O)c2ccc3c(c2)OCCO3)cc1,2%,15%,nt,15%,-2,0%,14%,-1%,-2%,7%,2%
COc1ccc(-n2c(C)nc3c(cnn3-c3ccc(C)cc3)c2=O)cc1,0%,-12%,-1%,6%,-18,?,14%,-8%,-3%,?,-2%
COc1ccc(OC)c(/C=C/C(=O)OCC(=O)Nc2cccc(C(C)=O)c2)c1,390%[activator],7%,-1%,12%,12,-10%,31%,0%[46.1 µM],7%,-5%,-2%
O=[N+]([O-])c1ccc(N2CCC(=NOCc3ccc(Cl)cc3)CC2)cc1,-16%,-15%,-4%,-8%,0,18%,-5%,1%,3%,4%,1%
CCc1cccc(C)c1NC(=O)c1ccoc1C,-3%,21%[15.4 µM],0%,-5%,2,2%,16%,3%,2%,2%,-2%
CCOC(=O)C1=C(COC(=O)/C=C/c2ccc(OCC)c(OC)c2)NC(=O)NC1C (centres undefined),-1%,-21%,-2%,-16%,-3,?,-6%,-6%,5%,7%,-6%
C/C(=N\NC(=O)OC(C)(C)C)c1ccc(-n2ccnc2)cc1,4%,-8%,0%,-1%,4,6%,18%,-4%,1%,0%,3%
COC(=O)c1sc2cc(=O)n(-c3cccc(C(F)(F)F)c3)nc2c1O,4%,4%,-3%,1%,-9,-1%,8%,0%,1%,5%,-9%
Cc1cc(C)n(C(=O)CCNC(=O)c2ccccc2Br)n1,1%,-8%,-3%,1%,4,-4%,7%,-17%,3%,-6%,-1%
COc1ccc2c(c1)CCC1C2=NN(/C(C)=C\C(C)=O)C1c1ccc(F)cc1 (centres undefined),5%,-1%,8%,7%,-23,-17%,-7%,1%,4%,?,2%
O=c1oc(-c2ccco2)nc2c1cnn2-c1ccccc1,0%,-19%,-1%,-5%,-9,1%,24%,1%,-2%,3%,-1%
CCCCOC(=O)c1sc2nc(N3CCOCC3)c3c(c2c1N)CC(C)(C)OC3,i,-12%,1%,35%,21,?,0%,-6%,-5%,?,0%
Cn1cc(CN2CCN(Cc3ccccc3)C(CCO)C2)c(-c2ccccc2)n1 (centres undefined),3%,-7%,-2%,2%,1,11%,22%,3%,-1%,?,1%
COCCn1c(=O)c2cc3c(=O)n(CCOC)c(=O)c3cc2c1=O,3%,6%,-7%,1%,6,0%,5%[7.66 µM],nt,-5%,9%,6%
O=C(Nc1cc(C(F)(F)F)ccc1N1CCOCC1)c1cn2ccccc2n1,-3%,-23%,-6%,-4%,22,-13%,24%,-3%,-1%,?,1%
CC12CCC(=O)N1C(C(=O)N1CCN(c3ccc([N+](=O)[O-])cc3)CC1)CS2 (centres undefined),-9%,4%,-1%,-14%,-7,?,-28%,3%[46.1 µM],nt,1%,-2%
COc1ccc(C(=O)NCc2nnc(SCC(=O)N3CCCCC3)o2)cc1OC,3%,3%,-3%,5%,9,15%,-11%,-4%,3%,-1%,3%
O=C(CCNC(=O)c1ccccc1)NCCCc1ccccc1,3%,16%,-2%,-6%,4,15%,-37%,-10%,3%,4%,-3%
COc1ccc(N2CCN(c3ncnc4scc(-c5ccccc5)c34)CC2)cc1,-16%,1%,-3%,-8%,-17,16µM*,5%,8%,5%,?,-1%
O=C(CN1CCOCC1)Nc1ccccc1Sc1ccc(Cl)cc1,-1%,-13%,-1%,8%,-9,?,0%,2%[46.1 µM],25%,-7%,0%
O=C(c1ccccc1)N1CCCCC(Sc2nnc3ccccn23)C1=O (centres undefined),4%,3%,-5%,2%,8,18%,13%,-1%,-1%,-3%,-3%
CC(C)(C)NC(=O)C1Cc2ccccc2CN1S(=O)(=O)c1ccc(F)cc1 (centres undefined),-1%,-11%,-5%,6%,7,5%,26%,2%,-2%,-5%,-2%
O=C1NCCCN1Cc1ccc(F)cc1Cl,0%,-2%,nt,-3%,3,-17%,5%,nt,-1%,0%,-1%[0.46 µM]
Cc1nn(-c2cc(N3CCCC3)ccc2[N+](=O)[O-])c(=O)c2ccccc12,-11%,-4%,2%,nt,-13,11%,4%,0%,0%,7%,5%
O=[n+]1c2c(n([O-])c3cc(Br)ccc31)CCCC2,nt,-6%,-2%,2%,-17,10%,16%,1%[46.1 µM],5%,-15%,0%
Cc1cccc(C(=O)OCC(=O)Nc2ccc3c(c2)OCCO3)c1,0%,-30%,2%,-1%,-7,?,-2%,8%,3%,0%,0%
O=C(CSc1nnc(CNC(=O)c2cccs2)o1)Nc1ccc(Br)cc1,-1%,3%,-3%,5%,5,-4%,26%,0%,-1%,3%,-1%
O=C(NCC(c1cccs1)N1CCOCC1)c1ccc(OCc2ccccc2)cc1 (centres undefined),-3%,15%,-6%,6%,-17,-4%,-18%,4%,13%,7%,-5%

# Compound activity: PubChem, National Center for Advancing Translational Sciences (NCATS)
